HT1080NT lethal = kills 2HG-producing HT-1080-NT fibrosarcoma cells; actives 1.6% (n = 360,000); AID 686970; HT-1080-NT fibrosarcoma viability, CellTiter-Glo ATP luminescence, 48 h; Potency, µM (titrated, usually from 46.1 µM), for the others: at the top dose activity, negative = less viability, most hits filed as cytotoxic;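 note: NT is the 2HG producing partner of a matched IDH1 knockdown line; potency is the fitted concentration of half-maximal effect; 0% = DMSO-treated cells and -100% = media-only wells without cells; nearly all actives have a fitted effect of over 55% in size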
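Compounds were tested in concentration-response format on HT-1080-NT cells for 48 hours at 37 degrees C. Cell viability came from CellTiter-Glo luminescence; curves were classified by r2, response magnitude and activity.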
ATXN2 expr inh = reduces ATXN2 reporter expression in HEK-293 cells | HEK-293 ATXN2-luciferase reporter, luminescence, 24 h | Potency, µM (titrated, usually from 57 µM), inactives show at the highest dose activity change, negative = inhibition, actives largely listed as inhibitors | actives 0.72% (n = 360,000); note: potency is the fitted concentration of half-maximal effect; % is set by controls: 0 for no effect and ±100 for the full control effect; nearly all actives have a fitted effect of over 55% in size
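ATXN2-luciferase reporter cells (luciferase flanked by upstream and downstream ATXN2 gene portions) were treated 24 h at 37 °C with compounds at up to 57 uM. SteadyGlo luminescence gave expression; GF-AFC fluorescence gave viability.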
HT1080 IDH1KD tx = kills HT-1080 cells with IDH1 knockdown | HT-1080 IDH1 knockdown viability, ATP luminescence, 48 h | Potency, µM (doses to about 46.1 µM), inactives show top-dose activity, negative = toxicity, usual class: cytotoxic | actives 2% (n = 360,000) | AID 686971;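 note: potency is the fitted concentration of half-maximal effect; 0% = DMSO wells and -100% = cell-free medium wells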
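Using the IDH1-knockdown HT-1080 line run in the same batch and compound series as the NT line, viability after 48 h at 37 °C was determined by CellTiter-Glo luminescence and expressed as % activity.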
HepG2 viability = counter-screen for TGF-b inhibitors: cytotoxicity in HepG2 cells; HepG2 CAGA-GFP viability, ATP luminescence, 18 h; Potency, µM (top dose mostly 46.1 µM), without a hit: at the top dose activity change, negative = cytotoxicity, most hits filed as cytotoxic; actives 0.76% (n = 410,000); note: potency is the fitted concentration of half-maximal effect; some results filed as inactive show a strong effect at the top dose
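HepG2 CAGA-GFP cells (1000/well, DMEM with 1% FBS) received compound, then TGF-beta at 500 pg/mL final, and were incubated 18 hours at 37 degrees C. Viability was read by CellTiter-Glo luminescence. Media-only wells were set as complete cell-killing and DMSO as no toxicity.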
MCF10A rereplic = induces DNA re-replication in MCF 10a normal breast cells; MCF 10A DNA re-replication, Hoechst nuclear intensity, 48 h; Potency, µM (titrated, usually from 46.1 µM), for the others: top-dose activity, positive = re-replication, most hits filed as activators; actives 2.9% (n = 350,000); note: potency is the fitted concentration of half-maximal effect; % of control where 0% means no effect; nearly all actives have a fitted effect of over 50% in size
SW480 rereplic = induces DNA re-replication in SW480 colon adenocarcinoma cells | SW480 DNA re-replication, Hoechst DNA content imaging, 48 h | Potency, µM (top dose mostly 46.1 µM), inactives show top-dose re-replication activation, actives largely listed as activators | actives 1.8% (n = 340,000); note: potency is the fitted concentration of half-maximal effect; % of control where 0% means no effect; nearly all actives have a fitted effect of over 55% in size
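Compounds, transferred as 23 nL by pin tool, were incubated with cells for 48 hr; DNA content per nucleus was then quantified by Hoechst staining and fluorescence plate imaging.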
KB-3-1 tox = KB-3-1 parental cell cytotoxicity; KB-3-1 viability, CellTiter-Glo ATP luminescence, 72 h; Potency, µM (titrated, usually from 46.1 µM), for the others: at the top dose activity change, negative = cytotoxic, most hits filed as cytotoxic; actives 1.4% (n = 400,000); note: potency is the fitted concentration of half-maximal effect; % is set by controls: 0 for no effect and ±100 for the full control effect; nearly all actives have a fitted effect of over 60% in size
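KB-3-1 parental drug-naive adenocarcinoma cells in DMEM/10% FBS, incubated 72 h at 37 C with pin-transferred compounds across a concentration series. Viability by CellTiter-Glo luminescence; concentration-response curves fitted after normalization.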
ATXN viability = viability counter-screen for ATXN expression inhibitors; S2 cells (HEK-293 line with an ATXN2-luciferase reporter) viability, CellTiter-Fluor protease fluorescence, 24 h; Potency, µM (top dose mostly 56.7 µM), hits mostly cytotoxic; actives 0.49% (n = 400,000); note: potency is the fitted concentration of half-maximal effect; nearly all actives have a fitted effect of over 40% in size
IL1B secr inh = blocks inflammasome-driven IL-1 beta release; AID 743279; THP-1 LPS/ATP IL-1B secretion, AlphaLISA, 16 h; stronger effect = lower value; activity change, % at 57.5 µM; actives 4.7% (n = 360,000); in the data active = activity change below about -50%; inconclusive = mostly about -30% to -49%; note: % is set by controls: 0 for no effect and ±100 for the full control effect
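Secreted IL-1B measured by AlphaLISA bead assay after 16 h compound exposure of THP-1 cells; compounds (final up to 57.5 uM) added 1 h before LPS (250 ng/mL) and ATP (1.25 mM) stimulation; lower signal means less secretion.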
Active calls of the source: *; i = inactive; ? = inconclusive; nt = no result given; [ ] = dose if it differs, or a comment. Unless noted, calls come from the whole dose curve; as a rule, active = well fitted curve in the direction sought with a large enough effect; inconclusive = small, poorly fitted or top-dose-only effect, or another doubt; inactive = no such curve, though single readings can be large; an effect the other way counts as inactive or inconclusive.

Under each structure – HT1080NT lethal | ATXN2 expr inh | HT1080 IDH1KD tx | HepG2 viability | MCF10A rereplic | SW480 rereplic | KB-3-1 tox | ATXN viability | IL1B secr inh
> O=S(=O)(c1ccccc1)N1CCC(O)(CSc2ccc(Cl)cc2)CC1
→ ? | -27% | -15% | -3% | ? | 4% | ? | i | ?
> Cc1cccc(N2CCN(C(=O)c3ccc4c(c3)N(Cc3ccccc3F)C(=O)c3ccccc3S4=O)CC2C)c1 (stereo unspecified)
→ nt | -19% | nt | -9% | nt | nt | ? | i | nt
> O=C(COc1ccc(Cl)cc1Br)N1CCN(S(=O)(=O)c2ccccc2)CC1
→ -3% | -26% | -7% | -5% | 2% | -15% | -13% | i | ?
> CCS(=O)(=O)NCC(c1cccnc1)N1CCN(c2ccccc2F)CC1 (stereo unspecified)
→ 5% | 1% | 5% | 4% | 22% | -3% | 6% | i | 5
> Cc1ccc(-c2nn(-c3ccccc3)cc2/C=N/n2c(-c3ccncc3)n[nH]c2=S)cc1
→ 6% | 68%[activator] | -2% | 24% | -2% | 32% | 7% | i | nt
> COc1ccc(-c2ccc3nncn3c2)cn1
→ 3% | 6% | 14% | -3% | nt | nt | -1% | i | 19
> COc1ccccc1NS(=O)(=O)c1cccc(NC(=O)c2cc3ccccc3oc2=O)c1
→ -3% | 4% | 0% | -4% | 6% | -1% | 1% | ? | 22
> Cc1ccc(CNC(=O)c2ccc3c(=O)n(CC4CCCO4)c(=S)[nH]c3c2)cc1 (stereo unspecified)
→ 3% | -18% | -1% | 4% | ? | 7% | 0% | i | 35
> Cc1ccccc1OCCCC(=O)Nc1ccc(S(=O)(=O)Nc2onc(C)c2C)cc1
→ -1% | -3% | -11% | 8% | -21% | -25% | 2% | i | -2
> Cc1cc(C(=O)COc2nncc3ccccc23)c(C)n1C
→ -2% | 21% | 1% | -2% | 1% | 0% | -1% | i | -3
> COc1cc(SC)ccc1C(=O)OCC(=O)NC(=O)NC(C)C
→ 1% | 3% | -1% | 3% | 0% | ? | 5% | i | 36
> CCONc1ncnc2nonc12
→ 13% | 6% | 16% | -4% | -38%[inhibitor] | 9% | 5% | i | 0
> CSc1sc(C(=O)NNC(C)=O)c2c1C1(CCC2)SCCS1
→ -7% | nt | 0% | -8% | 7% | 4% | 6% | i | -10
> O=c1[nH]c(CN(CCO)CCO)nc2c1C1(CCCCC1)Cc1ccccc1-2
→ -8% | 1% | -5% | 7% | -5% | -1% | -2% | i | ?
> S=C1N(c2ccccc2)CN(C2CCCCC2)CN1c1ccccc1
→ -2% | nt | 3% | 7% | 0% | -1% | 0% | i | -12

A second format for part of the listing above:
canonical_smiles | HT1080NT lethal | ATXN2 expr inh | HT1080 IDH1KD tx | HepG2 viability | MCF10A rereplic | SW480 rereplic | KB-3-1 tox | ATXN viability | IL1B secr inh
O=C(COc1ccc(Cl)cc1Br)N1CCN(S(=O)(=O)c2ccccc2)CC1 | -3% | -26% | -7% | -5% | 2% | -15% | -13% | i | ?
CCS(=O)(=O)NCC(c1cccnc1)N1CCN(c2ccccc2F)CC1 (stereo unspecified) | 5% | 1% | 5% | 4% | 22% | -3% | 6% | i | 5

Other results.
Under each structure – HT1080NT lethal | ATXN2 expr inh | HT1080 IDH1KD tx | HepG2 viability | MCF10A rereplic | SW480 rereplic | KB-3-1 tox | ATXN viability | IL1B secr inh
> COc1ccc(CN2CCNC(=O)C2CC(=O)N(C)CCc2cnn(C)c2)c(F)c1 (stereo unspecified)
→ -1% | 8% | -8% | -7% | -2% | 2% | -11% | i | 0
> CCc1c(C(=O)NNC(=S)NCC2CCCO2)csc1C (stereo unspecified)
→ 10% | -9% | 19% | 9% | 3% | 0% | 3% | i | -15
> Cc1ccc(S(=O)(=O)N2CCC(C(=O)Nc3ccccc3N3CCCCC3)CC2)cc1
→ -7% | -2% | 7% | -24% | -1% | 17% | 3% | i | -17
> O=C1CC(c2ccc(F)cc2)Sc2nc(C34CC5CC(CC(C5)C3)C4)nn21 (stereo unspecified)
→ -8% | -12% | -15% | 4% | 4% | -2% | 15% | i | -4
> O=c1c2ccccc2ccc2ccccc12
→ 6% | 1% | 2% | -6% | 29% | -14% | 12% | i | -25
> COc1ccc(Cl)cc1NC(=O)NCC1CCN(Cc2cc(C)ccc2C)CC1
→ ? | nt | ? | -109% | 20% | 19% | ? | ? | -56*
> CCOC(=O)CSc1nc(C)c2cc(C)c(C)cc2n1
→ -3% | 9% | 2% | 1% | -10% | -1% | 9% | i | 29
> COc1ccccc1NC(=O)Nc1cc(C(C)(C)C)nn1C
→ -3% | -15% | 0% | 23% | 1% | 2% | 10% | i | 2
> CCN(CC(=O)Nc1ccc2c(c1)OCCO2)C(=O)C1CC(=O)N(c2ccc(OC)cc2OC)C1 (stereo unspecified)
→ 0% | 0% | -4% | -3% | 0% | -7% | 5% | i | 13
> CC(C)=C1SC(N2CCN(c3ccc(C)cc3)CC2)=NC1=O
→ 21% | -1% | 15% | 2% | 0% | -8% | -2% | i | -6
> CC(=O)c1ccc(NC(=O)CCc2nnc3ccc(NCc4ccco4)nn23)cc1
→ -3% | nt | -2% | -13% | 8% | -24% | 4% | i | 21
> CCOC(=O)c1sc(=S)n(-c2ccc3c(c2)OCO3)c1N
→ 0%[9.24 µM] | 3% | -7% | -1% | ? | -8% | -12% | i | 0
> CCCCn1c(N)c(N(CC(C)C)C(=O)CSCC(=O)Nc2cccc(C)c2)c(=O)[nH]c1=O
→ 5% | 5% | 2% | 3% | 1% | 3% | -3% | i | 0
> Cc1cc(OCC(O)CN(CCO)CCO)ccc1Cl (stereo unspecified)
→ -1% | 3% | 10% | 16% | 5% | -2% | 9% | i | -9
> Cc1ccccc1C(=O)NCC(=O)OC(C)C(=O)NCc1ccco1 (stereo unspecified)
→ 2% | -13% | 0% | 27% | -3% | 3% | 13% | i | -9
> c1ccc(CNCc2ccc(CNCc3ccccc3)cc2)cc1
→ -21% | nt | -10% | -8% | nt | nt | 1% | i | -20
> Cc1ccc(-n2ncc3c(=O)n(CC(=O)NC4CCCCC4)cnc32)cc1C
→ -27% | 4% | -12% | -6% | -2% | 2% | 1% | i | 20
> Cc1ccc(C)c(Cn2c(=O)n(Cc3ccccc3)c(=O)c3c(C)c(C)sc32)c1
→ nt | -1% | nt | -15% | nt | nt | -2% | ? | nt
> CCn1cc(C(=O)N2CCCc3ccccc32)c2cc(OC)c(OC)cc2c1=O
→ -4% | -8% | 7% | -10% | 4% | -11% | -1% | i | 10
> C[n+]1ccccc1C1CCCC/C1=N\NC(N)=S (stereo unspecified)
→ -7% | -17% | -25% | -4% | ? | ? | -1% | i | 15
> O=C(O)CC/C(=N\Nc1ccc([N+](=O)[O-])cc1S(=O)(=O)N1CCOCC1)c1cccs1
→ -3% | -6% | -12% | -9% | ? | ? | 14% | i | 10
> CCc1c(C)nc2ncnn2c1N1CCCC(C(=O)Nc2ccc(NC(C)=O)cc2)C1 (stereo unspecified)
→ -3% | 8% | -2% | -45% | -3% | -24% | -6% | i | -10
> CCc1c(C)nc2c(-c3ccccc3OC)c(C)[nH]n2c1=O
→ 15% | -7% | 5% | -4% | -1% | -7% | 1% | i | -12
> CC(=O)c1cnc(N(C)C)s1
→ 1% | -2% | 15% | -2% | 4% | -7%[9.22 µM] | -3% | i | 26
> Oc1c(C(Nc2ccccn2)c2cccnc2)cc(Cl)c2cccnc12 (stereo unspecified)
→ ? | 22µM* | ? | -16% | 23µM* | 6.5µM* | ? | i | 44
> O=c1oc2ccccc2c2c1nc(C(F)(F)F)n2-c1ccccc1
→ 9% | -8% | 9% | -8% | 3% | -1% | 17% | i | 13
> CC(C)C(=O)NN1c2ccccc2CCc2ccccc21
→ -1% | -11% | 0% | -24% | 1% | -6% | -12% | i | 6
> CN(Cc1cn(C)nc1-c1cccc(Cl)c1)C1CCOCC1
→ 0% | nt | -1% | 11% | 14% | 0% | -1% | i | -1
> CCCCn1c(Cl)nc2c1c(=O)n(C)c(=O)n2C
→ 1% | 0% | -1% | 12% | -8% | -2% | -8% | i | -7
> C[C@@H]1CN([C@@H](C)CO)C(=O)c2cc(Br)cnc2O[C@H]1CN(C)S(=O)(=O)c1ccccc1
→ 5% | -5% | 3% | -6% | nt | nt | 10% | ? | 4

Entries of single compounds from above. Values in the order: HT1080NT lethal | ATXN2 expr inh | HT1080 IDH1KD tx | HepG2 viability | MCF10A rereplic | SW480 rereplic | KB-3-1 tox | ATXN viability | IL1B secr inh
`Cc1ccccc1C(=O)NCC(=O)OC(C)C(=O)NCc1ccco1` (stereo unspecified) as listed: 2% | -13% | 0% | 27% | -3% | 3% | 13% | i | -9
`Cc1cc(OCC(O)CN(CCO)CCO)ccc1Cl` (stereo unspecified) as listed: -1% | 3% | 10% | 16% | 5% | -2% | 9% | i | -9
`CCOC(=O)c1sc(=S)n(-c2ccc3c(c2)OCO3)c1N` as listed: 0%[9.24 µM] | 3% | -7% | -1% | ? | -8% | -12% | i | 0
`O=c1[nH]c(CN(CCO)CCO)nc2c1C1(CCCCC1)Cc1ccccc1-2` as listed: -8% | 1% | -5% | 7% | -5% | -1% | -2% | i | ?

Other records:
Under each structure – HT1080NT lethal | ATXN2 expr inh | HT1080 IDH1KD tx | HepG2 viability | MCF10A rereplic | SW480 rereplic | KB-3-1 tox | ATXN viability | IL1B secr inh
> COc1ccccc1N1C(=O)C(=O)N(C)C1=O
→ 15% | -19% | 4% | -20% | -2% | -8% | 7% | i | -16
> COc1ccc(CCNC(=O)C2CC(c3cccc(F)c3)=NO2)cc1 (stereo unspecified)
→ 12% | 8% | 10% | 1% | 0% | -8% | -2% | i | 18
> Cc1ccc(-c2nnn(CC(=O)N3CCCCC3)n2)o1
→ 0% | nt | 9% | 0% | -7% | 0% | 0% | i | -13
> O=C(NCCN1CCOCC1)c1cc(-c2ccc(F)cc2)nc2ccccc12
→ -7% | -3% | -6% | -2% | 4% | 7% | ? | i | -4
> Cc1cc(C(=O)OCC(=O)Nc2cc(S(=O)(=O)N(C)C)ccc2C)c2ccccc2n1
→ -1% | -15% | -10% | -31% | -3% | -3% | -3% | i | 7
